HePTP inh: inhibitors of human HePTP phosphatase, primary screen, biochemical, absorbance, leukemia target. Tyrosine-protein phosphatase non-receptor type 7 (Homo sapiens), P35236. recombinant HePTP phosphatase activity, OD absorbance. actives 0.64% (n = 110,000). inhibition, % at 20 µM; in the data active = inhibition above about 50%;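 also: plate controls were vehicle for no effect and reference inhibitor for full effect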
Target sequence (P35236 whole entry, looked up): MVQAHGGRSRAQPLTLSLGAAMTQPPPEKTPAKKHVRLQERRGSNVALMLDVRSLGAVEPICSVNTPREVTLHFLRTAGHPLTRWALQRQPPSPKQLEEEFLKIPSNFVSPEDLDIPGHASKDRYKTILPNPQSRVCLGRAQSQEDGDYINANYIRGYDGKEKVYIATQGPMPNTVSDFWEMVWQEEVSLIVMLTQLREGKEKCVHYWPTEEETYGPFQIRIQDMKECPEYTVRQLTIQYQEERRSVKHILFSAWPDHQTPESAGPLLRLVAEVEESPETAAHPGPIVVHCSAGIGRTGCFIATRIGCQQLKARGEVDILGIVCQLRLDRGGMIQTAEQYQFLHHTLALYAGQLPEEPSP
BAP1 block: inhibitors of BAP1 deubiquitinase, primary screen, biochemical, Ub-AMC fluorescence, kinetic. Ubiquitin carboxyl-terminal hydrolase BAP1 (Homo sapiens), Q92560. recombinant BAP1, Ub-AMC hydrolysis fluorescence kinetic; hits give low values. activity remaining (% of control), % at 20 µM. actives 0.48% (n = 72,000);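 active = activity remaining at or below 50% of control, provided the compound also passes the data quality filters; inactive = the rest, including low values that fail the filters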;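 also: 100% = DMSO wells rate and 0% = substrate alone blank rate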
Target sequence (Q92560 whole entry, looked up): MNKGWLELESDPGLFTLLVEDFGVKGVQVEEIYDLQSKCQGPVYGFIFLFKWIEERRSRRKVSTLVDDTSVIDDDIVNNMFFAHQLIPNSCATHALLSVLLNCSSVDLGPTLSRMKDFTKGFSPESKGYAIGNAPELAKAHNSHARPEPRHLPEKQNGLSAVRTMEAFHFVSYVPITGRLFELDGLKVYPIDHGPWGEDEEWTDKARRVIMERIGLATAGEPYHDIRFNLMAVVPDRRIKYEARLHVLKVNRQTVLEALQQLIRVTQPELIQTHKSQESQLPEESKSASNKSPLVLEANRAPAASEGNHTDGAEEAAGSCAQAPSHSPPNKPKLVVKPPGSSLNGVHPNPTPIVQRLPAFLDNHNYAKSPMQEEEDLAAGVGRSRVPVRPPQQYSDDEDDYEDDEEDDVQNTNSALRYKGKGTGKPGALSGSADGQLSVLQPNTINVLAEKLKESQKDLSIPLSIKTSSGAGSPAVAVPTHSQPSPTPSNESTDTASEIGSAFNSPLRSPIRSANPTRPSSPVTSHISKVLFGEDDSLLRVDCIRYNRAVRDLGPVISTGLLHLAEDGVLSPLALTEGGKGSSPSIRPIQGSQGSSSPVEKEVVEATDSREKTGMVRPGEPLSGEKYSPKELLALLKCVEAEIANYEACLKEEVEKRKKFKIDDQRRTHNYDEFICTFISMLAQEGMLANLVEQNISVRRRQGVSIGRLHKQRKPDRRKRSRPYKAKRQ
The depositor's hits bear a star; & = joins results of further samples. Random draw from the library; overall some 0.83% were active at least once.

CCN(C(=O)c1cn(CC)c(=O)c2cc(OC)c(OC)cc12)c1ccccc1C was read as HePTP inh -8 and BAP1 block 107.
For CCN(CCCNC(=O)CN(C)S(=O)(=O)c1cccc2nsnc12)c1cccc(C)c1 the results were HePTP inh 0 and BAP1 block 101.
For COc1ccc(N2C(=O)/C(=C3/C(=O)N(C)c4ccccc43)SC2=S)cc1 the results were HePTP inh 7.
CCNc1ccc(C(=O)OCC)cc1NC(=O)c1cc(S(=O)(=O)N2CCOCC2)ccc1C was read as HePTP inh 0 and BAP1 block 98.
Screening Cc1ccc(N(CC(=O)O)S(=O)(=O)c2ccc(F)cc2)cc1 returned HePTP inh 4.
C/C(N)=C(/C#N)C(=O)CSc1nnc(-c2ccc(OC(F)F)cc2)o1 was read as HePTP inh 7 and BAP1 block 66.
Screening OCCN=C(c1ccccc1)C12CN3CN(CN(C3)C1)C2 returned HePTP inh 6 and BAP1 block 121.
`Clc1ccc(-n2ncnc2-c2ccc(Br)cc2)cc1` gave HePTP inh -1.
`COc1ccc(CCNS(=O)(=O)c2ccc3c(c2)OCCO3)cc1` gave HePTP inh 8 and BAP1 block 93.
CCOC(=O)C(C)n1cnc2c(nnn2Cc2ccc(Cl)cc2)c1=O (stereo not drawn) was read as HePTP inh 2 and BAP1 block 113.
Screening CN1CCN(C(=O)c2ccc(Cl)cc2[N+](=O)[O-])CC1 returned HePTP inh -1.
For O=S(=O)(c1cc(Cl)ccc1Cl)N1CCC(Cc2ccccc2)CC1 the results were HePTP inh 9.
`COc1ccc(/C=C2/SC(=S)N(CCc3ccccc3)C2=O)cc1OC` gave HePTP inh 4.
`CC(=O)N(C(C)=O)c1c(N2CCOCC2)c2ccccc2oc1=O` gave HePTP inh -4 and BAP1 block 104.
`CC(C)(O)P(=O)(c1ccccc1)c1ccccc1` gave HePTP inh 7.
For O=[N+]([O-])c1cccc(S(=O)(=O)Nc2ccc(O)c(Cl)c2)c1 the results were HePTP inh 0.
Screening O=C(Nc1nc2ccccc2[nH]1)C1CC1c1ccccc1 (stereo not drawn) returned HePTP inh 9.
For CCOc1ccc(C2CC(c3cccc(C)c3)n3nc(N)nc3N2)cc1 (stereo not drawn) the results were HePTP inh 0 and BAP1 block 101.
`COc1ccc(C2CC(c3ccc([N+](=O)[O-])cc3)=NN2C(=O)c2ccccc2)cc1OC` (stereo not drawn) gave HePTP inh 4.
Screening Cc1cc(C)n(C(=O)C23CC4CC(CC(C4)C2)C3)n1 returned HePTP inh -1 and BAP1 block 62.
For O=C(CSc1ncnc2c1oc1ccccc12)N1CCN(c2ccccc2)CC1 the results were BAP1 block 62.
For CCOc1cc(/C=N/n2cnnc2)ccc1O the results were HePTP inh 4 and BAP1 block 85.
For COc1ccccc1C(=O)NCC(=O)n1nc(C)cc1C the results were HePTP inh 5 and BAP1 block 140&84.
Screening O=C(NCCSCc1ccco1)Nc1ccccc1 returned HePTP inh 3 and BAP1 block 94.
Screening Cc1ccc(S(=O)(=O)Nc2nc(C)cc(NCCN)n2)cc1 returned HePTP inh -7 and BAP1 block 90.
For C/C(=N\N=C1\NC(=O)C(CC(=O)Nc2ccc(Cl)c(Cl)c2)S1)c1ccc(Cl)cc1 (stereo not drawn) the results were HePTP inh -14.
Screening O=C(Nc1ccc2oc(=O)ccc2c1)c1cccnc1 returned HePTP inh 10 and BAP1 block 108.
Screening CC(C)C(=O)Nc1ccc2oc(-c3ccc(C(C)(C)C)cc3)nc2c1 returned HePTP inh 6.
For CCn1cnc2cc(NCc3nc4ccccc4n3C)ccc21 the results were HePTP inh 11 and BAP1 block 98.
`Cc1onc(-c2ccccc2Cl)c1C(=O)Nc1ccc(OCC(=O)N2CCOCC2)cc1` gave BAP1 block 95.

Looked up by structure from above (6):
Screening O=C(Nc1ccc2oc(=O)ccc2c1)c1cccnc1 returned HePTP inh 10 and BAP1 block 108.
Screening CC(C)C(=O)Nc1ccc2oc(-c3ccc(C(C)(C)C)cc3)nc2c1 returned HePTP inh 6.
For COc1ccccc1C(=O)NCC(=O)n1nc(C)cc1C the results were HePTP inh 5 and BAP1 block 140&84.
Screening Cc1ccc(S(=O)(=O)Nc2nc(C)cc(NCCN)n2)cc1 returned HePTP inh -7 and BAP1 block 90.
For CCOc1cc(/C=N/n2cnnc2)ccc1O the results were HePTP inh 4 and BAP1 block 85.
For C/C(=N\N=C1\NC(=O)C(CC(=O)Nc2ccc(Cl)c(Cl)c2)S1)c1ccc(Cl)cc1 (stereo not drawn) the results were HePTP inh -14.

(continued)
COC(=O)CCN(C(=O)c1ccc2c(c1)OCO2)c1ccccn1 was read as HePTP inh 16 and BAP1 block 102.
`COC(=O)CP(=O)(c1ccccc1)c1ccccc1` gave HePTP inh -4.
`CCOc1c(Br)cc(C2NS(=O)(=O)N=C3CCCCCN32)cc1OC` (stereo not drawn) gave HePTP inh 0 and BAP1 block 112.
`CCC(O)(CC)C12CC3CC(CC(C3)C1)C2` gave BAP1 block 77.
For Cc1ccc(/C=N/NC(=O)C(C)O)cc1 (stereo not drawn) the results were HePTP inh -10.
`O=C(CN1CCC(n2nnc3cc(F)ccc32)CC1)NC1CCCCC1` gave HePTP inh -3 and BAP1 block 100.
Screening CCOC(=O)CSc1nc2c(c(=O)n1C1CCOC(C)(C)C1)C1(CCCCC1)Cc1ccccc1-2 (stereo not drawn) returned HePTP inh 7.
For CC1CCc2c(sc3ncnc(SCC(=O)N4CCN(C(=O)c5ccco5)CC4)c23)C1 (stereo not drawn) the results were HePTP inh 7 and BAP1 block 143.
Screening COc1ccc(C(=O)c2oc3ccc(Br)cc3c2NC(C)=O)cc1 returned HePTP inh 7.
Screening O=C(Nc1cc(C(F)(F)F)cc(C(F)(F)F)c1)c1ccc([N+](=O)[O-])cc1 returned HePTP inh 0.

Structural class, the compounds so far containing a nitro group on carbon (4)
Screening CN1CCN(C(=O)c2ccc(Cl)cc2[N+](=O)[O-])CC1 returned HePTP inh -1.
For O=[N+]([O-])c1cccc(S(=O)(=O)Nc2ccc(O)c(Cl)c2)c1 the results were HePTP inh 0.
`COc1ccc(C2CC(c3ccc([N+](=O)[O-])cc3)=NN2C(=O)c2ccccc2)cc1OC` (stereo not drawn) gave HePTP inh 4.
Screening O=C(Nc1cc(C(F)(F)F)cc(C(F)(F)F)c1)c1ccc([N+](=O)[O-])cc1 returned HePTP inh 0.

Continuation:
For O=C1NCC2=C1C(c1ccc(O)cc1)Nc1ccccc1N2 (stereo not drawn) the results were HePTP inh 6.
`COc1ccc2oc(C)c(NC(C)=O)c2c1` gave HePTP inh 3 and BAP1 block 97.
CCOC(=O)c1oc2ccccc2c1NC(=O)C1CCCCC1 was read as HePTP inh 8 and BAP1 block 85.
For Cc1ccc(C)c(N2CCN(C(=O)C3CCN(S(=O)(=O)c4c(C)noc4C)CC3)CC2)c1 the results were HePTP inh 1 and BAP1 block 64.
For COCCNC(=O)c1ccccc1NC(=O)COc1ccccc1 the results were HePTP inh 8 and BAP1 block 78.
For CCCOC(=O)c1cccc(NC(=O)COc2c(C)cccc2C)c1 the results were BAP1 block 98.
`Clc1ccccc1CN1CCN(N=Cc2cccc(Cl)c2Cl)CC1` gave HePTP inh 1.
`O=C(OCn1nnc2ccccc2c1=O)c1ccc2ccccc2n1` gave HePTP inh 8 and BAP1 block 84.
For COc1ccc(Cc2nc3ccccc3c(=O)n2/N=C/c2cccs2)cc1OC the results were HePTP inh 2.
O=C(CN1CCN(c2ccc(F)cc2)CC1)N1CCC(Cc2ccccc2)CC1 was read as HePTP inh -4 and BAP1 block 81.
O=C1c2ccccc2C(=O)N1c1ncc(Cc2cccc(C(F)(F)F)c2)s1 was read as HePTP inh -13.
For Cc1noc(C)c1S(=O)(=O)N(CC(=O)N1CCCC1)c1ccc(C(C)C)cc1 the results were HePTP inh -2 and BAP1 block 89.
Cc1cc(NC(=O)COC(=O)COc2ccc(C(=O)c3ccccc3)cc2)no1 was read as HePTP inh 5 and BAP1 block 127.
Screening CCOc1ccc(S(=O)(=O)Nc2ccccc2C(=O)NCC2CCCO2)cc1 (stereo not drawn) returned HePTP inh 6 and BAP1 block 69.
Screening CC(=O)c1oc2ccccc2c1NC(=O)COC(=O)c1ccc(-n2nc(C)cc2C)cc1 returned HePTP inh -5.
CC(C)c1nnc(NC(=O)CSc2nnc3c(n2)[nH]c2ccccc23)s1 was read as HePTP inh 8.
Screening c1cc(CNc2ccc3c(c2)OCO3)ccn1 returned HePTP inh -11 and BAP1 block 69.
Cc1cc2nc3s/c(=C\c4ccc(N5CCOCC5)c([N+](=O)[O-])c4)c(=O)n3c2cc1C was read as HePTP inh 13.
For CC(=O)c1c(C)[nH]c(C(=O)OCC(=O)Nc2cc(C(F)(F)F)ccc2N2CCOCC2)c1C the results were HePTP inh -16 and BAP1 block 95.
For COc1cc(-c2nnc(-c3cccs3)o2)cc(OC)c1OC the results were HePTP inh 0 and BAP1 block 87.
For COc1ccccc1N(CC(=O)Nc1ccc2c(c1)OCCO2)S(C)(=O)=O the results were HePTP inh -2 and BAP1 block 94.
For COC(=O)c1ccccc1NC(=O)CN(c1ccc(C)cc1)S(=O)(=O)c1ccc(F)cc1 the results were HePTP inh -2.
CCNC(=O)c1sc(-c2ccccc2)nc1C was read as HePTP inh 7 and BAP1 block 87.
CN(C)CCNC(=O)c1ccc(Br)cc1 was read as HePTP inh -3.
CCCCn1c(SCC(=O)c2ccc(OC)cc2OC)nc2cc(S(N)(=O)=O)ccc21 was read as HePTP inh 12.
`CCOC(=O)C1CCCN(c2nc3ccccc3nc2C(C#N)C(=O)NCc2ccccc2)C1` (stereo not drawn) gave HePTP inh -1 and BAP1 block 74.
CC1(c2ccccc2)CC(C)(C)N(C(=O)CSC2=NCCS2)c2ccccc21 (stereo not drawn) was read as HePTP inh -1.
For CC(/C=C1\SC(=S)N(C(C(=O)O)c2ccccc2)C1=O)=C\c1ccccc1 (stereo not drawn) the results were HePTP inh 14.
`CC1=C(C(=O)Nc2cccc(Cl)c2)C(c2ccccc2F)NC(=S)N1` (stereo not drawn) gave HePTP inh -18.
Screening CCC1CCCCN1CCCNC(=O)Cn1nc(-c2ccc(C)cc2)ccc1=O (stereo not drawn) returned HePTP inh -4 and BAP1 block 93.
For COC(=O)c1c(C)oc2ccc(OC(=O)c3ccc(Cl)cc3)cc12 the results were HePTP inh 8.
For CCN1CCN(C(=O)Nc2cccc(C(F)(F)F)c2)CC1 the results were HePTP inh 8 and BAP1 block 73.
COc1ccc(C(NC(=O)C(C)(C)C)NC(=O)C(C)(C)C)cc1 was read as HePTP inh 11 and BAP1 block 111.
For COc1cccc2cc(C(=O)NC3CC(C)(C)NC(C)(C)C3)c(=O)oc12 the results were BAP1 block 76.
For O=C(c1nc2n(n1)C(c1ccc(Cl)cc1)C=C(c1ccccc1)N2)N1CCOCC1 (stereo not drawn) the results were HePTP inh 4 and BAP1 block 124.
`CCCCC(c1nnnn1CS(=O)(=O)c1ccc(C)cc1)N1CCN(c2ccccc2)CC1` (stereo not drawn) gave HePTP inh -3 and BAP1 block 96.
O=C1CC(N2CCC(c3nc4ccccc4o3)CC2)C(=O)N1Cc1cccs1 (stereo not drawn) was read as HePTP inh 13 and BAP1 block 160.
Screening Cc1ccc(NC(=O)c2ccc(C3SCC(=O)N3Cc3ccccc3)cc2)c(C)c1 (stereo not drawn) returned HePTP inh -3.
For COc1ccccc1NC(=O)Cn1cnc2sc(C(=O)NCc3ccco3)c(C)c2c1=O the results were HePTP inh 9 and BAP1 block 95.
Screening S=C1NC2=C(C(c3ccc(Cl)cc3Cl)N1)N1CCC2CC1 (stereo not drawn) returned HePTP inh 4.
Screening CCCN1C(=O)c2ccccc2NC1c1ccc(OC)c(COc2ccc([N+](=O)[O-])cc2)c1 (stereo not drawn) returned HePTP inh 2.
CCN(CC)CCCNC(=O)C1CCN(C(=O)c2cc3sccc3n2Cc2ccc(F)cc2)CC1 was read as HePTP inh 9 and BAP1 block 83.
CCCCCNc1c(C(=O)OCC)c(=O)[nH]c2ccccc12 was read as HePTP inh 8 and BAP1 block 92.
`N#Cc1cccc(NC(=O)CSc2ccccc2)c1` gave HePTP inh 0 and BAP1 block 90.
Cc1ccccc1Nc1cc(N2CCCC2)c2noc3c2c1C(=O)c1ccccc1-3 was read as BAP1 block 65.
`CCN1C2=C(C(=O)CCC2)C(c2ccc(O)cc2)C2=C1CCCC2=O` gave HePTP inh -1 and BAP1 block 69.
`COc1cc2cc(C(c3nnnn3C3CCCC3)N(C)C3CCCCC3)c(=O)[nH]c2cc1OC` (stereo not drawn) gave HePTP inh -7.
For COc1ccc(Cl)c(N2CCN(CCCNC(=O)Nc3ccc(C)cc3)CC2)c1 the results were HePTP inh 5 and BAP1 block 71.
`CCCn1c(SCC(=O)c2cc(OC)ccc2OC)nnc1-c1ccco1` gave HePTP inh 7 and BAP1 block 108.
Cn1nnnc1SCC(=O)N1c2ccccc2CCc2ccccc21 was read as HePTP inh 7 and BAP1 block 65.
CC(=O)N1CCC(N2CCN(c3ccccc3F)CC2)CC1 was read as HePTP inh 6 and BAP1 block 101.
Screening CCOC(=O)N1CCC(NC(=O)C2CCCN(C(=O)c3cc4sccc4n3C)C2)CC1 (stereo not drawn) returned HePTP inh 5 and BAP1 block 97.
Screening CN1/C(=C\C(=O)Nc2cccnc2)c2ccccc2CC1(C)C returned HePTP inh 9 and BAP1 block 111.
Screening OC1CCN(Cc2cccc(Oc3ccccc3)c2)CC1 returned HePTP inh 9 and BAP1 block 89.
For CC(C)C(C(=O)N1CCOCC1)N1C(=O)c2ccccc2C1=O (stereo not drawn) the results were HePTP inh 10 and BAP1 block 95.
